High-throughput results deposited in PubChem by The Scripps Research Institute Molecular Screening Center.
TEAD-YAP inh: TEAD-YAP interaction inhibition. inhibition, % at 9.12 µM. AID 1259422. HEK-TIYL cells, TEAD-Gal4/YAP UAS-luciferase luminescence. actives 1.4% (n = 640,000); in the data active = inhibition above about 32%;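 note: 0% = median of test compound wells and 100% = reference inhibitor wells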
FBW7 activator: activators of human E3 ligase FBW7 | Q969H0 | AlphaScreen FBW7–phospho-cyclin E peptide binding, activator screen | normalized activity (activation), % at 26.1 µM | actives 0.13% (n = 650,000) | AID 1259310; in the data active = normalized activity above about 1.9%;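 note: purified mutant Fbw7 with reduced substrate affinity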
Target sequence (Q969H0 whole entry, looked up): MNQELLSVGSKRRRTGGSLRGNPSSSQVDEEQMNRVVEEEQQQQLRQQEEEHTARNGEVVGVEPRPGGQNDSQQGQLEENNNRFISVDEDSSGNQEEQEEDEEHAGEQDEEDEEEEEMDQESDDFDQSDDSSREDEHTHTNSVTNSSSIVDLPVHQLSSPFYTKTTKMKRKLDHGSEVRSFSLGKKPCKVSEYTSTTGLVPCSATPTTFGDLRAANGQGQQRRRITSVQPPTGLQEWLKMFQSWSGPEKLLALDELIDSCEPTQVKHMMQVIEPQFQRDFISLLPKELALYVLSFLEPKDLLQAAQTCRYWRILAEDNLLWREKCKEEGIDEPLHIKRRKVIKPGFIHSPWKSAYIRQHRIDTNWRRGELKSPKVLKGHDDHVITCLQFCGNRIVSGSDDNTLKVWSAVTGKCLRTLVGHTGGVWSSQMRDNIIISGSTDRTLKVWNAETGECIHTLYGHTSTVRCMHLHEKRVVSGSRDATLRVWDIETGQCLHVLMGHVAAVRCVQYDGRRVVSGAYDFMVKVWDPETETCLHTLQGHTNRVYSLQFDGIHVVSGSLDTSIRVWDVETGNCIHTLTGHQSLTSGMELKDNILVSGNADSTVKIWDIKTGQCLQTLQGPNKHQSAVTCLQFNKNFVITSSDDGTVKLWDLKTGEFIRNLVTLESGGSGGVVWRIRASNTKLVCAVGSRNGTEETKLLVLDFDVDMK
GPR151 activ: activates the human receptor GPR151; Q8TDV0; PathHunter beta-arrestin GPR151 cells, luminescence; actives 1% (n = 650,000); activation, % at 11.2 µM; AID 1508602; in the data active = activation above about 4.9%;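 note: 0% = median of compound wells and 100% = cells with positive control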
MITF inh: human MITF inhibition, primary screen | inhibition, % at 2.6 µM | actives 0.91% (n = 650,000) | AlphaScreen MITF homodimerization, bead proximity signal | AID 1259374; in the data active = inhibition above about 50%;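 note: 0% = vehicle wells with protein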
Starred values were filed as active, the others as inactive; x = not tested or not shown.

SMILES	TEAD-YAP inh	FBW7 activator	GPR151 activ	MITF inh
CCCCCCNC(=O)c1c[nH]c2ccc(S(=O)(=O)N(C)c3ccc(Br)cc3)cc2c1=O	9	0.0	1.1	10
O=C(N/N=C\c1ccccc1C(F)(F)F)c1cnccn1	-31	0.1	-1.1	3
O=c1c2ccccc2[nH]c(=S)n1CCc1ccc(Cl)cc1	4	0.1	-1.3	15
CCOc1ccc(N2CCCCn3c2nc2c3c(=O)[nH]c(=O)n2C)cc1	3	-0.1	0.0	-3
O=C(NCc1ccc2c(c1)OCO2)c1ccc(C(=O)NCc2ccc3c(c2)OCO3)nc1	0	0.1	-1.4	4
O=c1c2ccccc2nc(SCc2ccc(F)c3ccccc23)n1-c1ccccc1	9	0.0	-0.7	8
CC1=CSC2=NC(=O)/C(=C/c3cccc(OC(=O)c4ccccc4F)c3)C(=N)N12	-3	-0.3	0.2	-2
COc1ccc(-n2nc3c(c2NC(=O)COc2ccc4ccccc4c2)CS(=O)C3)cc1 (stereo not given)	-2	0.1	-0.6	4
COc1cccc(CNC(=O)Cn2cc3c(n2)CCCC3)c1	-3	0.2	0.7	2
CC(=O)Oc1ccc2c(=O)c(-c3ccc(F)cc3)c(C(F)(F)F)oc2c1	2	-0.1	0.9	-6
CCN1CCN(C(=O)c2ccc(OC)c([N+](=O)[O-])c2)CC1	-5	-0.1	7.4*	-11
CC(=O)c1ccccc1OCCOCCOCCOc1ccccc1C(C)=O	10	-0.1	0.4	8
Cn1c(C(=O)Nc2nccs2)cc2sccc21	-22	-0.2	2.1	-1
CCOC(=O)c1c(C)oc2c1c1c(c3ccccc32)OCN(C2CCCCC2)C1	-33	-0.1	1.4	3
O=C1NC(=Nc2ccccc2Cl)S/C1=C/c1ccc(-c2ccccc2Cl)o1	-6	0.2	1.2	7
COc1ccc(-n2c(CSc3ncccn3)nnc2SCC(N)=O)cc1	-9	-0.1	-0.2	0
Cc1ccc(NC(=O)c2cc(NC(=O)C(C)(C)C)cc(C(=O)Nc3ccc(C)c(C)c3)c2)cc1C	-4	0.4	-1.5	-5
COC(=O)c1sccc1NC(=S)N1CCN(c2ccc(OC)cc2)CC1	-5	-0.1	0.4	-5
CC1(C)Cc2c(ccc3ccccc23)C(=O)N1	24	0.1	0.5	4
Cc1ccc(NC(=O)c2cc3c(=O)n(C)c4ccccc4c3n2C)cc1F	-8	-0.2	-0.1	-8
COC(=O)c1ccc(-n2nnnc2SCc2ccccc2C)cc1	7	0.2	-0.1	3
CCCCc1ccc(Nc2nc3cc(C)ccc3nc2NS(=O)(=O)c2ccc(Cl)cc2)cc1	-12	0.2	1.8	-3
COc1ccc(Oc2coc3c(CN4CCN(C)CC4)c(O)ccc3c2=O)cc1	2	0.0	-0.4	-6
CCN(CC(=O)Nc1ccccc1C(F)(F)F)CC(=O)Nc1cccc2ccccc12	28	-0.1	1.9	-1
O=C(NCCc1ccncc1)c1cnc2scc(-c3ccc(Cl)s3)n2c1=O	6	0.2	0.7	0
O=C(Nc1nnc(-c2cccs2)o1)c1ccc([N+](=O)[O-])s1	4	0.1	-0.8	8
Nc1c(-c2ccccc2)cnc2cc(-c3ccccc3)nn12	-45	0.1	-1.3	5
Cc1ccc2cc3cc(C(=O)NC4CC4)oc3nc2c1	-47	0.1	-3.0	14
COc1cccc(NC(=O)CCC2CCN(C(=O)CCn3cncn3)CC2)c1	-5	0.7	-0.7	4
COC(=O)c1ccccc1OC(=O)c1ccncc1	-4	0.1	1.2	13
CCN(CC)C(=O)c1n[nH]c(=O)c2ccccc12	-2	0.0	1.6	0
C=CCc1c(C)nc2c(C(=O)OC)cnn2c1C	-15	0.2	-0.2	18
Cc1ccc(N2COc3ccc4c(C)cc(=O)oc4c3C2)cc1	-6	-0.3	0.1	7
CCOC(=O)c1cnc2ccc(Br)cc2c1Nc1ccc(C(=O)O)cc1	-6	0.1	0.9	6
Cc1ccc(C)c(Cc2c(C)nc3nc(SCc4cccc(Cl)c4)nn3c2C)c1	-6	0.2	-1.0	22
COc1ccc2ccccc2c1CN1CCN(C(=O)c2ccco2)CC1	-17	-0.3	-0.9	3
CC1CN(c2ccc([N+](=O)[O-])cc2[N+](=O)[O-])CC(C)O1 (stereo not given)	-3	-0.2	0.8	1
CC(C)(C)c1ccc(CN(Cc2ccccc2)C(=S)Nc2ccccc2)cc1	-9	0.0	0.0	-12
O=C(NCC1CCCO1)C12CC3CC(CC(C3)C1)C2 (stereo not given)	-15	0.0	-0.8	-5
O=C(Nc1ccccc1C(=O)NCCO)c1ccccc1	3	0.0	-1.5	8
Cc1ccccc1NC(=O)CCc1ccccc1	-9	0.3	-0.1	14
CC12CNCC(C)(CN(Cc3cccc(Br)c3)C1)C2	3	0.0	1.3	-2
Cc1ccc(N=Cc2c(O)ccc3ccccc23)nc1	-27	-0.7	-0.5	-3
O=C(Nc1ccc2c(c1)CN(C(=O)c1ccco1)CC2)c1cccc2ccccc12	45*	-0.1	0.4	3
Cc1ccc(S(=O)(=O)c2nnn3c2nc(NC(C)C)c2sccc23)cc1C	-16	0.1	-0.9	-2
CC(C)(C)OCC(NC(=O)C(CC(N)=O)NC(=O)OCc1ccccc1)C(=O)OC(C)(C)C (stereo not given)	11	0.0	-0.5	3
CC(C)c1ccc(/C=C2\C(=O)NC(=O)N(Cc3ccccc3)C2=O)cc1	2	-0.3	-0.8	24
O=C(CCN1CCN(c2ccccc2)CC1)Nc1ccc2c(c1)OCO2	-2	-0.2	0.1	7
CCOc1ccc(-n2c(=S)sc3c2nc(SCC(=O)NC2CCCCC2)n2c4ccccc4nc32)cc1	10	0.0	3.5	-4
CCOC(=O)N1CCN(C(=O)CNS(=O)(=O)c2cccs2)CC1	12	0.1	1.3	0
C[C@H]1NC(=O)[C@@H]2C[C@H](NC(=O)Nc3ccc(Cl)cc3Cl)CN2C1=O	2	0.9	0.1	0
O=C(c1cnc(N2CCCC2)nc1)N1CCCCC1	10	0.1	0.5	-12
COc1cccc(CNc2ncc(-c3cccc(OC)c3)n2C)c1	54*	-0.4	3.0	36
Cn1cc(-c2ccc3cnc(Nc4ccc(-n5ccnc5)cc4)nc3c2)cn1	72*	0.1	-1.1	7
CCOC(=O)N1CCN(C(=O)Cn2ncc3c(=O)oc4ccccc4c32)CC1	-4	-0.2	0.2	-8
O=C(Nc1nnc(-c2cccc([N+](=O)[O-])c2)s1)c1c(F)cccc1F	2	0.1	0.3	-4
COc1cccc(C2N(Cc3ccccc3)CCN2Cc2ccccc2)c1	-4	0.0	-1.2	1
CC(=O)c1ccc(N2CCN(C(=O)/C=C/c3ccccc3)CC2)cc1	-9	-0.1	0.9	4
CCN(CCCNC(=O)c1ccc(Cn2c(=S)[nH]c3ccc(Br)cc3c2=O)cc1)c1cccc(C)c1	-3	-0.1	-1.2	6
COc1ccc(Oc2coc3cc(OCC(=O)Nc4ccccc4)ccc3c2=O)cc1	-4	-0.1	-0.6	3

The listing continues.
SMILES	TEAD-YAP inh	FBW7 activator	GPR151 activ	MITF inh
COc1ccc(CNCC(O)COCc2cccs2)cc1 (stereo not given)	0	0.3	0.5	32
COCCN(CC(=O)NC1CCCC1)C(=O)c1nsc(Cl)c1Cl	-3	-0.2	1.4	-2
O=C(NCc1cccs1)c1cc(S(=O)(=O)N2CCCC2)ccc1F	-13	-0.4	-1.6	3
O=C(Cc1ccccc1)Nc1ccc([N+](=O)[O-])cc1Cl	-2	-0.1	0.0	3
CCC(C)NC(=O)C1c2ccccc2C(=O)N(CCOC)C1c1cn(C)c2ccccc12 (stereo not given)	-1	0.5	-0.5	17
C=CCSc1nnc2c(n1)OC(c1ccc(O)c(OC)c1)Nc1ccc(Br)cc1-2 (stereo not given)	7	0.0	0.5	5
O=[N+]([O-])c1cccc(-c2noc(-c3ccco3)n2)c1	-36	0.1	-0.8	7
CC1(C)CC(NCc2ccco2)CC(C)(C)N1	8	0.0	-0.1	6
Cc1ccc([C@@H]2C[C@H]3CN(Cc4ccccc4C)C(=O)[C@]34CCCN24)s1	-1	0.6	-0.1	-11
Cc1ccc2nc(Cl)c3cc(C(=O)NCCCN4CCCC4=O)sc3c2c1	-6	-0.1	-0.1	5
COc1cc(/C=C2/N=C(c3ccc([N+](=O)[O-])cc3)OC2=O)cc(I)c1OC(C)=O	-10	-0.1	-0.3	-3
COc1ccccc1/C=c1\sc2nc(-c3cc(OC)c(OC)c(OC)c3)nn2c1=O	-7	0.0	0.2	-9
COc1ccccc1NC(=O)C1=C(C)Nc2nc(-c3ccncc3)nn2C1c1cccnc1 (stereo not given)	1	0.1	-2.0	2
CN(C(=O)Cn1c(=O)n(Cc2ccco2)c(=O)c2ccccc21)C1CCCCC1	7	-0.1	0.0	-12
COC(=O)c1ccc(NC(=O)/C(=C/c2ccc3c(c2)OCO3)NC(=O)c2ccc(C)c(C)c2)cc1	-4	-0.2	2.8	-6
CC(=O)Nc1ccc(OC(=O)c2ccc(Oc3ccc([N+](=O)[O-])cc3)cc2)cc1	2	0.4	-0.1	17
CCOC(=O)C1=C(NC(=O)C(F)(F)F)CC2=C1CCCC2	-5	-0.1	-0.8	2
CCCCCOC(=O)CSc1nc2sc3c(c2c(=O)n1Cc1ccccc1)CC(C)(C)OC3	6	0.2	0.6	6
CCOCCn1c(=O)c2c(nc3n(-c4ccccc4C)c(C)cn23)n(C)c1=O	0	0.1	-1.9	-13
CC(=O)OC[C@H]1O[C@H](C#Cc2ccc(Cl)cc2)C=C[C@@H]1OC(C)=O	x	-0.1	1.5	18
Cc1nc2cc(C(=O)N3CCC(O)(c4ccccn4)CC3)ccc2s1	3	0.0	0.2	-4
CCOC(=O)C1(Cc2cccc(OC)c2)CCCN(C(=O)c2cc[n+]([O-])cc2)C1 (stereo not given)	-18	-0.2	0.1	-5
FC(F)(F)c1n[nH]c(=S)n1/N=C/c1ccccc1	2	0.3	-1.4	0
CC[C@H](C)[C@H](NC(=O)c1cc(COc2ccc(OC)cc2Cl)on1)C(=O)OC	-6	0.1	-0.6	19
CC(C)c1ccccc1NC(=O)c1ccc(Cl)cc1	7	0.3	-0.7	15
COc1cc(OC)c(C(=O)Nc2cccc(I)c2)cc1OC	-6	0.2	-0.3	16
COC(=O)c1sccc1NC(=S)N1CCN(Cc2ccccc2)CC1	-1	-0.2	-0.3	12
COc1ccc(N(CC(=O)NC(C)(C)C)S(=O)(=O)c2ccccc2)cc1OC	-5	0.6	-0.4	17
Cc1ccccc1CC1(CO)CCCN(C(=O)CCC(F)(F)F)C1 (stereo not given)	-4	0.0	-0.9	1
Cc1ccc(C2CC(=O)NC3=C2C(=O)CCC3)cc1[N+](=O)[O-] (stereo not given)	-7	-0.3	0.4	5
NC(=O)c1ccc(NC(=O)COC(=O)CSc2ccc3ccccc3c2)cc1	5	0.1	0.1	10
CC(C)(C)n1nc2c(c1NC(=O)Nc1ccc(Cl)cc1)CSC2	-17	0.0	-0.4	8
COc1ccc(OC)c(NC(=O)c2ccc(Cl)cc2Cl)c1	-8	-0.1	0.1	9
CC1CC(=O)N(CC(=O)Nc2ccc(C(F)(F)F)cc2)c2ccccc2S1 (stereo not given)	13	0.0	-0.1	2
O=C(Nc1ccc(-c2nnc(-c3ccccc3)o2)cc1)c1ccc(Br)o1	-13	0.1	1.4	18
COc1cccc(NC(=O)C2C3C=CC4(O3)C2C(=O)N(C2CCCCCCC2)C4C(=O)NC2CCCCC2)c1 (stereo not given)	4	-0.1	-0.8	-3
O=C(NCCO)c1cc(N2CCN(c3ccccn3)CC2)nc2ccccc12	8	0.1	0.6	-3
CC(Cl)C(=O)NC(c1ccccc1)c1ccccc1 (stereo not given)	0	0.1	-1.5	6
COc1ccccc1NC(=O)C1CC12CCN(Cc1ccc3nsnc3c1)CC2 (stereo not given)	3	0.3	0.6	-7
COC(=O)c1sccc1NC(=O)c1csc2c1CCCC2	-6	-0.1	0.5	-2
N#Cc1c(NC(=O)C2=COCCO2)sc2c1CCC2	-46	0.0	-6.2	-3
COc1ccc(-c2noc(CN3CCN(C4C5CC6CC(C5)CC4C6)CC3)n2)cc1 (stereo not given)	5	-0.1	-0.5	-4

Rows are unselected; overall some 3.4% were active at least once.
